Bioassay records: PubChem, several laboratories
IDE inh: inhibitors of human insulin-degrading enzyme in cells | P14735 | HEK cells, FAbetaB cleavage, fluorescence polarization | inhibition, % at 5.59 µM | actives 0.41% (n = 320,000);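 active = percent inhibition above the average of all tested compounds plus 3 SD, set per screening campaign, cut at about 16% in these data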;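 also: IDE supplied by intact live HEK cells; FP after avidin binding of uncleaved biotin substrate so inhibition keeps polarization high; 0% = DMSO wells and 100% = 60 µM reference IDE inhibitor Ii1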
pCIP destab: p/CIP protein destabilization; F442A p/CIP-EGFP cells, EGFP fluorescence, 16 h; decrease of EGFP signal, % at 10 µM; actives 0.01% (n = 290,000); AID 1984;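 active = EGFP signal decrease of at least 30% at 10 µM or well 3 SD below plate mean, unless failing retest; inactive = the rest, including hits failing retest or dose response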; also: some compounds called inactive have numbers as strong as hits; many of its hits are not listed in these tables
MEKK2 WT-MEK5: raises or lowers MEK5 binding to wildtype human MEKK2 PB1 domain. bead flow cytometry, Alexa488-MEK5 binding to MEKK2 WT; actives lie on both sides. binding response (% of control), % at 10 µM. actives 1.1% (n = 290,000); in the data active = binding response below about 67% or above about 130%
SUMO HTRF inh: SUMOylation inhibition; HTRF SUMOylation assay, SAE1/SAE2 + UBC9, in vitro; inhibition, % at 35 µM; actives 0.36% (n = 290,000); in the data active = inhibition above about 50%, passing the limit was not always enough; also: strong numbers were not always called active
Target sequence (P63279 whole entry, looked up): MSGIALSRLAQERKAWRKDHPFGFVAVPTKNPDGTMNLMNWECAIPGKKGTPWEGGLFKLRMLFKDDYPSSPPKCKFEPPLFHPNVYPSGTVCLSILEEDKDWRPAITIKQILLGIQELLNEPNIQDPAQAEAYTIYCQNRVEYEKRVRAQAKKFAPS
PfM18AAP inh: blocks P. falciparum M18 aspartyl aminopeptidase | recombinant PfM18AAP, H-Glu-NHMec fluorogenic cleavage | inhibition, % at 7.35 µM | actives 1.2% (n = 290,000);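 active = inhibition above the campaign mean inhibition over all tested compounds plus 3 SD, cut at about 28% in these data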;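 also: 0% = plate median of test compound wells and 100% = 2 mM ZnCl2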
IDE act: activators of human insulin-degrading enzyme in cells; activation, % at 5.96 µM; actives 0.073% (n = 340,000); AID 493087; HEK cells, FAbeta-B cleavage, fluorescence polarization; 0% vehicle, 100% cell-free pure enzyme wells;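 active = activation above the mean of all tested compounds plus 3 SD, set per screening campaign, cut at about 17% in these data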
NALP1 yeast inh: inhibitors of NALP1 inflammasome in yeast | actives 0.61% (n = 280,000) | S. cerevisiae NALP1/ASC/caspase-1 growth, X-gal OD620, 72 h | inhibition, % at 10 µM; in the data active = inhibition mostly above about 24%, no sharp cut-off; inactive = mostly below about 32%; also: some compounds called inactive have numbers as strong as hits
MEKK3 PB1 HTS: raises or lowers MEK5 binding to the human MEKK3 PB1 domain; bead-based flow cytometry, Alexa488-MEK5 binding to MEKK3; actives lie on both sides; 0 = blocked by unlabeled MEK5, 100 = vehicle; actives 1.4% (n = 290,000); binding response (% of control), % at 10 µM; Q99759;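 active = binding response more than 3 SD above or below the average of its plate-row segment, actives on both sides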;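 also: Alexa488 bead fluorescence after subtracting the streptavidin-only scavenger bead signal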
Target sequence (Q99759 whole entry, looked up, the tested form may be a part): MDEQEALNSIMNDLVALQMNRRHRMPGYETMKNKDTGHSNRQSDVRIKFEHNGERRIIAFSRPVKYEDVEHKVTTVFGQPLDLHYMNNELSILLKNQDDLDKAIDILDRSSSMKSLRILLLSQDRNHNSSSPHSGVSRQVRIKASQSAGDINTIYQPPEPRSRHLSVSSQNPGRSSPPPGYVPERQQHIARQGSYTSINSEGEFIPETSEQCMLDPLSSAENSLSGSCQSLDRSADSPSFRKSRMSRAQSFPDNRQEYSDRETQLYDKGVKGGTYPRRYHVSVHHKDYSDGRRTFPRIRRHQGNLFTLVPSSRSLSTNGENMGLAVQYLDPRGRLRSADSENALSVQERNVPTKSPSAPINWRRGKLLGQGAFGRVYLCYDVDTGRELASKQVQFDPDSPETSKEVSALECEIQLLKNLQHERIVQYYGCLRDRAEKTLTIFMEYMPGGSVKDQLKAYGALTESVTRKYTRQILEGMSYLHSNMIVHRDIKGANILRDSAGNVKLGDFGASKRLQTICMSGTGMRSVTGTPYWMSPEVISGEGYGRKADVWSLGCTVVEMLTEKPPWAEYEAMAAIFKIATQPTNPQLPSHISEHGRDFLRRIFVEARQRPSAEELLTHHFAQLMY
MEKK2 mut-MEK5: signal of MEK5 binding to mutant human MEKK2 PB1 domain | bead flow cytometry, Alexa488-MEK5 binding to MEKK2 mutant | percent response, % at 10 µM | actives 0.35% (n = 290,000); in the data active = percent response above about 24%, passing the limit was not always enough; also: inactives centre near 1; some results filed as inactive read as strong as hits; reference of the scale not given here
* marks the source's active call; other numbers are inactive results; x = no result given. A portion of the library; the hit share may differ from the screen's.

Start of the listing, in advance:
SMILES	IDE inh	pCIP destab	MEKK2 WT-MEK5	SUMO HTRF inh	PfM18AAP inh	IDE act	NALP1 yeast inh	MEKK3 PB1 HTS	MEKK2 mut-MEK5
O=C(c1cc2c(=O)n3ccccc3nc2s1)N1CCc2ccccc2C1	0	-14	99	43	2	x	-4	100	0
COc1cc2c(cc1OC)CN(Cc1ccc(C)s1)CC2	4	-4	102	17	7	0	10	96	5
CCNC(=S)N/N=C/c1ccc(OCc2ccc(C(=O)OC)cc2)cc1	-1	1	102	27	2	-1	24	100	-2
CC1(C)CC(O)CC(C)(C)N1CC(O)COCc1ccccc1 (stereo not given)	-3	-8	90	x	6	0	19	89	-15
O=C(/C=C/c1ccc(Cl)cc1)NC(=S)NN1CCCCC1c1cccnc1 (stereo not given)	6	2	101	2	3	x	22	109	-1

This part in full, repeating the preview:
SMILES	IDE inh	pCIP destab	MEKK2 WT-MEK5	SUMO HTRF inh	PfM18AAP inh	IDE act	NALP1 yeast inh	MEKK3 PB1 HTS	MEKK2 mut-MEK5
O=C(c1cc2c(=O)n3ccccc3nc2s1)N1CCc2ccccc2C1	0	-14	99	43	2	x	-4	100	0
COc1cc2c(cc1OC)CN(Cc1ccc(C)s1)CC2	4	-4	102	17	7	0	10	96	5
CCNC(=S)N/N=C/c1ccc(OCc2ccc(C(=O)OC)cc2)cc1	-1	1	102	27	2	-1	24	100	-2
CC1(C)CC(O)CC(C)(C)N1CC(O)COCc1ccccc1 (stereo not given)	-3	-8	90	x	6	0	19	89	-15
O=C(/C=C/c1ccc(Cl)cc1)NC(=S)NN1CCCCC1c1cccnc1 (stereo not given)	6	2	101	2	3	x	22	109	-1
COc1cccc(/C=N/NC(=O)c2ccc(COc3ccc(Cl)cc3Cl)o2)c1	7	-13	110	27	-1	-6	27	119	9
CCOc1cc(/C=N\Nc2ccc([N+](=O)[O-])cc2)ccc1OCC(=O)Nc1ccc(C)c(C)c1	3	-111	90	30	-9	3	-1	95	1
O=C1CSC(c2c(F)cccc2Cl)N1c1cccc(F)c1 (stereo not given)	1	-2	102	-10	0	5	21	102	1
CCC(CC)C(=O)Nc1cccc(C(=O)Nc2nccs2)c1	7	2	90	10	2	2	6	92	-5
Cc1ccc(C(=O)N2N=C(c3cccc(NS(C)(=O)=O)c3)CC2c2cccs2)cc1 (stereo not given)	2	-8	101	10	-17	-4	-8	105	7
Cc1c(F)cccc1NS(=O)(=O)c1ccc2c(c1)n(C)c(=O)c(=O)n2C	-1	-4	103	6	4	3	3	100	9
O=C(NCc1ccccc1C(F)(F)F)C1CCC(=O)N(C2CC2)C1 (stereo not given)	-4	3	106	3	-1	3	5	105	4
Cc1c(C(=O)NCC2CCCO2)cccc1[N+](=O)[O-] (stereo not given)	-1	-3	105	-11	-8	1	10	122	0
Cn1nc(C(=O)NCc2ccccn2)c2ccccc2c1=O	3	x	107	x	7	2	x	105	-2
O=C(CCCCCNC(=O)c1ccccc1)N/N=C/c1ccco1	3	1	97	2	3	3	4	98	-2
CN1CCN(C(=O)/C=C/c2ccc3c(c2)OCO3)CC1	8	-18	107	-19	-4	2	31	127	1
CS(=O)(=O)N(CC(=O)NCc1ccc(Cl)cc1)C1CCCCC1	1	2	100	-7	2	1	3	98	4
COc1ccccc1CCN1CCCC(CN(C)C(=O)c2ccoc2)C1 (stereo not given)	1	-2	101	10	-7	5	16	96	-2
COC(=O)c1cccc2c1NC(=O)C2=O	12	1	102	13	4	10	-6	101	6
Cc1ccc(Cl)cc1Nc1nc(-c2cccnc2)cs1	2	-14	102	-6	-2	4	5	100	0
CCOCCN1CCN(C(=O)CN2CCCC2=O)CC1	4	7	105	-6	4	0	15	102	0
COc1ccccc1C(=O)Nc1cccnc1	0	-1	103	11	-8	2	11	101	8
CCOC(=O)c1c(N)n[nH]c1-c1ccccc1	0	-8	103	2	8	4	5	101	2
CN1CCN(CCC(=O)Nc2ccc(C3CCCC3)cc2)CC1	-1	17	142*	11	-2	3	14	92	26
O=C(COc1ccc2c(c1)oc(=O)c1ccccc12)NCC1CCC(C(=O)O)CC1 (stereo not given)	-3	-8	107	19	6	1	-2	104	5
CN1C(=O)[C@H]2[C@@H](/C=C/c3ccccc3)N3C(=O)CN(CCO)C(=O)[C@@]3(Cc3ccccc3)[C@H]2C1=O	-1	-1	100	-1	-1	7	18	97	8
Cc1cc(C)c(NC(=O)CCCC(=O)O)c(Cl)c1	1	-3	102	-6	1	5	4	102	1
Cc1ccccc1C(=O)Nc1cccc(C(=O)Nc2ccccc2C(=O)O)c1	-1	-5	104	2	-1	6	13	103	7
COC(=O)c1c(N2C(=O)Nc3ccccc3N2O)sc(C)c1C	-3	1	86	9	9	4	-2	95	-12
C=C(Br)Cn1c(CC(C)C)nc2ccccc21	2	-6	108	9	-6	5	15	103	3

Quoted at random: 3 entries already listed.
SMILES	IDE inh	pCIP destab	MEKK2 WT-MEK5	SUMO HTRF inh	PfM18AAP inh	IDE act	NALP1 yeast inh	MEKK3 PB1 HTS	MEKK2 mut-MEK5
COc1ccccc1CCN1CCCC(CN(C)C(=O)c2ccoc2)C1 (stereo not given)	1	-2	101	10	-7	5	16	96	-2
Cc1ccccc1C(=O)Nc1cccc(C(=O)Nc2ccccc2C(=O)O)c1	-1	-5	104	2	-1	6	13	103	7
CCOCCN1CCN(C(=O)CN2CCCC2=O)CC1	4	7	105	-6	4	0	15	102	0

Further compounds follow.
SMILES	IDE inh	pCIP destab	MEKK2 WT-MEK5	SUMO HTRF inh	PfM18AAP inh	IDE act	NALP1 yeast inh	MEKK3 PB1 HTS	MEKK2 mut-MEK5
O=[N+]([O-])c1cc(Cl)c(O)c2ncccc12	x	-4	90	59*	2	1	19	80	-42
COc1ccc(S(=O)(=O)NCC2CCCN(C(=O)c3ccccc3)C2)cc1 (stereo not given)	0	-3	93	6	3	6	11	85	-7
CCN(CC)Cc1ccc(NC(=O)c2sc3cc(Cl)ccc3c2Cl)cc1	6	-4	134	11	1	-4	x	98	20
COc1ccc(NC(=O)C2CCCN(S(=O)(=O)c3ccc4[nH]c(=O)ccc4c3)C2)cc1OC (stereo not given)	2	-20	100	9	-13	-3	3	101	5
CSc1ccc(N/N=C(/C#N)S(=O)(=O)C(C)(C)C)cc1	-2	0	102	-8	1	x	7	119	-2
CCC(C)NC(=O)C(CCSC)NC(=O)c1ccccc1 (stereo not given)	-1	4	106	16	-4	1	-12	102	8
Cc1nnc(NC(=O)CCCCCN2C(=O)C3C4C=CC(C4)C3C2=O)s1 (stereo not given)	1	2	103	-3	0	0	31	101	0
COC(=O)c1[nH]c2ccc(F)cc2c1NC(=O)C1=COCCO1	0	-1	106	17	5	3	38	90	21
CCCNC(=S)N1CCC(C(=O)c2ccc(OC)cc2)CC1	3	1	103	2	-4	-3	23	87	0
CSc1ncccc1C(=O)NC(C)CCc1ccccc1 (stereo not given)	-4	-5	101	3	-11	2	29	101	1
CCC(C)NC(=O)C1CCC(CNS(=O)(=O)c2cccc3nsnc23)CC1 (stereo not given)	-13	-11	101	10	-12	8	25	99	-5
O=C(CSc1nnc2ccccn12)c1ccc(Cl)cc1	2	2	103	14	-1	0	0	101	2
COC(=O)C(Cc1ccc(O)cc1)NC(=O)c1ccccc1OC (stereo not given)	8	-28	107	12	3	-3	6	106	2
O=[N+]([O-])c1cc(Cl)ccc1N1CCOCC1	2	-1	105	1	4	3	13	105	0
CCOC(=O)C(C(=O)NCc1ccc(C)cc1)c1ncc(C(F)(F)F)cc1Cl (stereo not given)	-1	-5	95	-2	3	2	8	98	-1
C=CCn1c(NCc2ccccc2O)nc2ccccc21	0	5	108	9	-5	2	15	108	3
CCOC(=O)C1=C(CSc2nccn2C)NC(=O)NC1c1ccc(OC)cc1 (stereo not given)	3	-12	106	12	2	4	14	108	11
CCNC(=S)N/N=C(\C)c1cc2ccccc2o1	-2	2	94	-6	-1	4	24	97	1
Nc1nc(-c2ccco2)nn1S(=O)(=O)c1ccccc1	1	-13	103	10	7	0	47	104	3
CCOC(=O)C1(Cc2cccc(OC)c2)CCN(C2CCOCC2)CC1	1	-16	83	-4	-6	1	-16	92	-13
Cn1c(Cc2ccccc2)nnc1SCC(=O)N1CCN(c2ccccc2)CC1	5	5	103	-5	8	0	13	102	5
C=CCn1c(SCC(=O)Nc2ccc(N(C)C)cc2)nnc1-c1cccc(C)c1	4	1	101	-10	1	1	12	97	-5
CC1CCCC(C)N1/N=C/c1ccccc1C(=O)O (stereo not given)	-6	3	100	10	0	4	13	101	-1
CCCCN(C)C(=O)c1nc2ccccn2c1CN(C)Cc1csc(C)n1	0	0	104	0	-1	0	3	106	8
COc1cc2cc(C(N)=O)c(N)nc2cc1OC	0	-18	x	44	-10	5	4	x	x
O=C(NCC(c1cccnc1)N1CCN(c2ccc(F)cc2)CC1)C1CCCCC1 (stereo not given)	5	-16	102	1	2	2	11	98	1
CC1=N/C(=C/c2ccc([N+](=O)[O-])cc2)C(=O)N1c1ccc(Cl)cc1Cl	2	-9	88	16	2	-3	-1	99	-5
CC1CCC(NC(=O)C(NS(=O)(=O)c2cccc3nsnc23)C(C)C)CC1 (stereo not given)	-6	0	102	13	-10	2	19	99	1
COc1ccc(NC(=O)CNC(=O)Cn2cnc3sc4c(c3c2=O)CCCC4)cc1OC	3	3	100	-12	0	2	0	102	1
CCc1ccc2c(c1)C(=O)c1ccccc1C2=O	3	-4	102	4	-2	2	12	106	-1
C=CCN(c1ccccc1OC)S(=O)(=O)c1ccc(Cl)c(C(=O)Nc2ccc(N3CCOCC3)cc2)c1	5	0	93	-5	4	-1	15	98	-9
O=C(NCCCN1CCCCCC1)c1ccc2c(Cl)c3c(nc2c1)CCCC3	9	4	160*	-14	4	-8	13	107	-1
COc1ccc(CCNC(=O)CSc2n[nH]c(N)n2)cc1OC	4	-6	97	5	3	7	9	97	-1
COc1ccc(-c2nc3c4c(ncn3n2)-c2ccccc2CC42CCCC2)cc1	5	-4	102	6	-2	2	42	96	-2
Cc1ccc2c(c1)cc(CN(Cc1ccco1)C(=O)N1CCOCC1)c1nnnn12	14	-16	96	10	-10	0	2	91	-3
COCCNC(=O)CSc1cc(=O)n(C)c2cc(Cl)ccc12	1	14	93	9	-3	5	12	98	-5
CC(C)[C@H](NC(=O)NC1CCCc2ccccc21)C(=O)O (stereo not given in full)	-1	-4	91	20	-4	3	4	88	-5
Cc1c(C(=O)OC/C(O)=C(\C#N)c2nc3ccccc3[nH]2)oc2ccccc12	5	-6	101	23	-8	-1	x	116	0
O=C(c1ccc(CNS(=O)(=O)c2cccc(Cl)c2)cc1)N1CCCC1	4	1	101	5	0	3	13	101	2
CCOC(=O)C[C@H]1c2ccc(C(F)(F)F)cc2S(=O)(=O)N1c1ccccc1	3	x	98	x	x	-3	x	95	-1
C/C(=N\NC(=O)COc1cccc(Cl)c1)c1ccc2c(c1)OCCO2	-2	0	105	7	2	-1	9	97	-1
CCOC(=O)c1sc(C)c2c(=O)n(Cc3ccc(Cl)cc3)cnc12	5	0	102	3	0	-2	0	101	2
CCCC1(c2ccccc2)NC(=O)NC1=O (stereo not given)	-5	4	110	7	3	5	7	104	9
CC1Oc2ccccc2N(Cc2ccc(F)cc2)C1=O (stereo not given)	-2	-14	103	20	-8	-1	-4	101	3
Cc1ccc(C(=O)NNc2cc(=O)n(C)c(=O)n2C)cc1C	2	-3	105	-7	10	4	26	142*	0
CC1=C(C#N)C(NC(=O)C2CC2)(C(F)(F)F)C(=O)N1 (stereo not given)	3	-4	101	4	1	5	19	106	5
CC(C)(C#N)NC(=O)C1CCCN1S(=O)(=O)c1ccc2ccccc2c1 (stereo not given)	-5	-17	102	8	0	-4	-2	104	0
CC(=O)Nc1ccc(CN2CCCC(CCC(=O)NCc3ccccc3F)C2)cc1 (stereo not given)	-5	15	88	-11	-6	5	5	81	-13
N#CCCN(CCC#N)c1nnc(-c2ccccc2)s1	0	-4	100	-9	-1	-6	15	99	5
